Lipid storage S3 = qHTS Assay for Lipid Storage Modulators in Drosophila S3 Cells. 320,000 tested, 0.64% active. Potency in µM for hits, for the others lipid storage change, negative = inhibition, % at the top dose, mostly 46.1 µM. Drosophila S3 cells, BODIPY lipid droplet fluorescence, 18-24 h; cells fed with added oleic acid; active means well fitted inhibition curve with a large enough effect in the signal ratio, with a control signal flat, not every such curve was filed as active; inconclusive means small, poorly fitted or top-dose-only effect, or effect the other way, or a change in a side signal; the % refers to the signal ratio
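Laser-scanning cytometry quantifies lipid droplet accumulation (500–530 nm total intensity; droplet/cell object ratio) in oleic acid-fed (400 uM added) Drosophila S3 cells treated with a concentration series. 20 uM Triacsin C defined 100% inhibition.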
Lipid storage S3 cell count max = also measured in Lipid storage S3; calls as there; cell number change, %; measured here: cell count max response;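 cells counted by Cell Tracker Red CMTPX staining in the red channel; peak over a dose series mostly up to 46.1 µM; percent activity relative to internal control wells on each plate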
Starred values were filed as active, the others as inactive; i = inactive; u = inconclusive; x = not tested or not shown; [ ] = remark or other dose. On the % scale 0 is the no-effect control and ±100 the full control effect; potency means the concentration at half of the fitted maximal effect. An excerpt, so the mix of outcomes need not match the whole.

Screens in order: Lipid storage S3, Lipid storage S3 cell count max
> CC(C)(C)C(=O)Nc1nc2c(c(=O)[nH]1)CCCC2
    u, x
> O=C(NCCCn1ccnc1)C1CCCN(S(=O)(=O)c2ccc(F)cc2)C1 (stereo unspecified)
    u, x
> COc1cc(-c2nc(S(=O)(=O)c3ccc(C)cc3)c(N3CCOCC3)o2)cc(OC)c1OC
    i, x
> Cn1c(=O)n(C)c2cc(NC(=O)COc3ccccc3)ccc21
    u, x
> CC1(C)Cc2c(sc3c4nnnn4c4nnnn4c23)CO1
    5.7%, -11.1
> Cc1cc(C)cc(-n2c(N)c(C(=O)Nc3c(C)n(C)n(-c4ccccc4)c3=O)c3nc4ccccc4nc32)c1
    -7.9%, 0.3
> Cn1c(COc2ccccc2)nnc1SCC(=O)NC1CCCC1
    u, x
> O=C(NC1CCCN(c2ccc(C(F)(F)F)cn2)C1)c1ccncc1 (stereo unspecified)
    -7.3%, x
> CCC(C)n1c(=S)[nH]c2c(sc3ccc([N+](=O)[O-])cc32)c1=O (stereo unspecified)
    u, x
> CCCCn1c(NCc2ccc3c(c2)OCO3)nc2ccccc21
    u, x
> COc1cccc(CN(C(=O)c2cccc(OC)c2)C2CCS(=O)(=O)C2)c1 (stereo unspecified)
    i, -13.0
> Cc1cc(C)n2ncc(C(=O)NCc3ccccc3)c2n1
    u, x
> CC(NC(=O)c1cccnc1)C(c1ccccc1)N1CCN(C)CC1 (stereo unspecified)
    u, x
> O=C(COC(=O)COc1ccc(Br)cc1)Nc1cccnc1Cl
    u, x
> COc1ccc(C2=NOC(Cn3nc(C(=O)NCc4cccs4)cc3-c3ccccc3)C2)cc1 (stereo unspecified)
    u, x
> CCNS(=O)(=O)c1c(C)cc(N2CCCC2=O)cc1C
    u, x
> CN1C(=O)CC(N2CCN(C(c3ccccc3)c3ccccc3)CC2)C1=O (stereo unspecified)
    u, x
> CCOC(=O)N1CCN(Cc2nc3c(c(=O)n(C)c(=O)n3C)n2Cc2ccccc2C)CC1
    u, x
> O=C(CNC(=O)c1cccs1)NC1=NCCS1
    u, x
> CCOc1ccc(NC(=O)CNC(=O)c2nn(-c3ccc(OC)cc3)c(=O)c3ccccc23)cc1
    u, x

Some of the entries so far, as labelled records.
SMILES: CCOC(=O)N1CCN(Cc2nc3c(c(=O)n(C)c(=O)n3C)n2Cc2ccccc2C)CC1
  Lipid storage S3: u
  Lipid storage S3 cell count max: x
SMILES: O=C(CNC(=O)c1cccs1)NC1=NCCS1
  Lipid storage S3: u
  Lipid storage S3 cell count max: x

(further entries)
Screens in order: Lipid storage S3, Lipid storage S3 cell count max
> Cc1cc(C)nc(NC(=NCCc2c[nH]c3ccccc23)NC(=O)Nc2ccc(Cl)c(Cl)c2)n1
    u, x
> N#Cc1c(C(F)(F)F)cc(-c2ccccc2)nc1SCC(=O)Nc1sc2c(c1C#N)CCC2
    12.9%, -17.6
> CCS(=O)(=O)Nc1ccc(C2=NN(S(C)(=O)=O)C(c3cccs3)C2)cc1 (stereo unspecified)
    -13.2%, -7.3
> Nc1cc(=O)[nH]c(=O)n1Cc1ccco1
    u, x
> COCCNc1nc2nonc2nc1N1CCCC1c1nccs1 (stereo unspecified)
    17.7%, 28.0
> Cc1cc(N2C(=O)C3C4C=CC(C4)C3C2=O)ccc1Br (stereo unspecified)
    u, x
> CC(C)(C)SC(=O)C[C@@H]1NS(=O)(=O)OC2CCCCC21 (stereo partly specified)
    12.5%, 15.2
> Cc1ccc(S(=O)(=O)N2CCN(CC(=O)N/N=C/c3ccc(C)o3)CC2)cc1
    u, x
> Cc1cccc(OCC(=O)NNC(=O)c2ccc([N+](=O)[O-])cc2)c1
    u, x
> Cc1ccc(C(C)NC(=O)Cn2nc(C)c([N+](=O)[O-])c2C)cc1 (stereo unspecified)
    u, x
> COc1ccccc1C(C)NS(=O)(=O)c1ccc(Cl)nc1 (stereo unspecified)
    u, x
> COC(=O)N1C(=O)[C@](c2ccc(Cl)cc2)(C(C)C)N1C(=O)OC
    i, -20.1
> O=C(NCC1CCCO1)C(=O)NCC1CCCN1S(=O)(=O)c1ccccc1 (stereo unspecified)
    u, x
> Cc1ccc(CCNC(=O)C2CCN(S(=O)(=O)c3ccc4nc5c(c(C(=O)O)c4c3)CCCC5)CC2)cc1
    i, x
> CCOc1ccc2oc(C(=O)OCC(=O)NC3CC3)c(C)c2c1
    u, x
> Cc1nc(NCCc2ccc(F)cc2)c2nnn(Cc3ccccc3)c2n1
    u, x
> O=C(CSc1nnc(Cc2cccs2)n1-c1ccccc1)NCc1ccc2c(c1)OCO2
    u, x
> O=C(O)CCC(=O)N1N=C(c2ccc(Br)cc2)CC1c1ccc(Br)cc1 (stereo unspecified)
    u, x
> CCOc1cc2[nH]c(=S)n(CCCC(=O)NCc3ccccn3)c(=O)c2cc1OCC
    u, x
> COC(=O)CSc1ccc2nnc(CCNS(=O)(=O)c3ccccc3)n2n1
    u, x

Going on with the list:
Screens in order: Lipid storage S3, Lipid storage S3 cell count max
> CCNC(=S)NNC(=O)CSc1nc2ccccc2n1C
    -0.3%, 4.6
> COc1ccc(S(=O)(=O)N2CCCCC2)cc1NC(=O)c1ccc(C)cc1
    3.4%, -18.4
> COc1ccc(OC)c(NC(=O)CSc2n[nH]c(-c3cccnc3)n2)c1
    u, x
> CCOc1ccc(S(=O)(=O)N2CCN(Cc3ccc4c(c3)OCO4)CC2)cc1Cl
    i, 20.0
> O=[N+]([O-])c1ccc(N2CCN(c3ccccc3Cl)CC2)cn1
    i, 10.1
> CCN(CC)S(=O)(=O)c1ccc(C)c(NC(=O)CSc2nc3ccc(C)cc3[nH]2)c1
    u, x
> NC(=O)c1cc2ccccc2o/c1=N\NC(=O)c1ccccc1O
    19.9%, x
> O=C(CNC(=S)N(CCCN1CCOCC1)Cc1cccs1)N1CCCCCC1
    u, x
> Cn1c(=N)n(CC(O)c2ccco2)c2ccccc21 (stereo unspecified)
    -0.3%, -4.9
> c1ccc(CCSc2ncnc3nc[nH]c23)cc1
    u, x
> COc1cc(O)c(C(CCN2CCCC2)c2ccc3c(c2)OCO3)c(OC)c1 (stereo unspecified)
    u, x
> N/C(=N\OC(=O)c1ccco1)c1ccccc1
    2.0%, -0.1
> Cc1ccc(/C=C/C(=O)OC(C)C(=O)NC2CCCCC2C)o1 (stereo unspecified)
    19.8%, x
> O=C(COC(=O)c1cc(F)cc(F)c1)NCCCc1ccccc1
    21.4%, -1.5
> CC1CCCCN1S(=O)(=O)c1ccc(S(=O)(=O)N(Cc2ccccc2)Cc2ccco2)cc1 (stereo unspecified)
    -12.6%, -19.2
> CC(C)(C)NC(=O)NC(=O)COC(=O)c1cccc(F)c1
    8.1%, 11.5
> Cc1ccc(C)c(SCC(=O)OCC(=O)c2ccco2)c1
    u, x
> CCn1c(=O)n(CC)c2cc(N3CCCC3)c(NC(=O)c3ccccc3OC)cc21
    u, x
> COc1ccc(Cl)cc1N=Cc1c(O)c2ccccc2oc1=O
    i, -8.8
> COc1ccc(CNc2oc(C)nc2C#N)cc1
    7.3%, 0.9

Other records.
SMILES	Lipid storage S3	Lipid storage S3 cell count max
CC(CC(=O)Nc1nc2ccccc2[nH]1)c1ccccc1 (stereo unspecified)	u	x
CCCc1ccc(-c2ccc(/C=C/C(=O)O)cc2)nc1	u	x
O=C(CSc1nnc(-c2ccco2)n1-c1ccccc1)NCC1CCCO1 (stereo unspecified)	u	x
CCn1c(SCC(=O)NCc2ccc3c(c2)OCO3)nnc1-c1c[nH]c2ccccc12	u	x
O=C(Nc1cccc(C(=O)O)c1)/C(=C/c1ccc([N+](=O)[O-])cc1)NC(=O)c1ccccc1	u	x
CC(=O)N(\C=C/C=C/C=C1\Sc2ccccc2C1=O)c1ccccc1	u	x
Cc1ccc2nc(C)cc(C(=O)OCC(=O)Nc3c(C)n(C)n(-c4ccccc4)c3=O)c2c1	u	x
CN(C)c1ccc(NC(=O)c2ccc3c(c2)nnn3C)cc1	-9.1%	0.2
Cc1cc(C(=O)Cn2nnc3ccccc3c2=O)c(C)n1Cc1cccs1	u	x
COc1cc(NC(=O)COC(=O)c2cc(S(=O)(=O)N3CCCCC3)ccc2Cl)c(C)cc1[N+](=O)[O-]	18.3%	x
Cc1cccc(-n2ccnc2SCC(=O)Nc2nccs2)c1C	u	x
COc1ccc(N(CC(=O)NC2CCCC2)S(=O)(=O)c2ccc(NC(C)=O)cc2)cc1	u	x
Cn1c2ccccc2n2c(=O)cc(-c3ccccc3)c(C#N)c12	-1.9%	11.4
CCCC1CC(C)(c2csc(Nc3ccc(OCC)cc3)n2)OC1=O (stereo unspecified)	u	x
CCOc1ccccc1C(=O)N1CCN=C1SCc1cccnc1	9.4%	-16.8
CC(C)Cc1csc(NC(=O)C(C)C)c1C(=O)O	u	x
CC(C)(C)Nc1nc(Cl)nc(NCc2ccccc2)n1	u	x
CC(=O)Oc1ccc2c(c1)Oc1cc(OC(C)=O)ccc1C21OC(=O)c2ccccc21	u	x
CCCCCC(=O)NC(CC(=O)OC)c1ccc2c(c1)OCO2 (stereo unspecified)	u	x
COc1cc(OC)cc(-c2nc3ccccc3c(=O)n2OC(=O)c2ccccc2C)c1	u	x
c1ccc(CCOn2ccnc2)cc1	u	x
O=S1(=O)CCOCCN1Cc1ccccc1	-26.1%	24.9
CC(C)[C@H](NC(N)=O)C(=O)Nc1ccc(Oc2ccccc2)cc1	u	x
CCc1cc(=O)oc2cc(OCC(=O)N3CCCc4ccccc43)ccc12	u	x
COc1ccccc1C(CNC(=O)C1CCN(C(=O)Nc2ccccc2)CC1)N1CCCC1 (stereo unspecified)	u	x

(list continues)
SMILES	Lipid storage S3	Lipid storage S3 cell count max
Cc1ccc(NC(=O)CSCC(=O)Nc2ccccc2C(=O)NC2CC2)cc1	u	x
O=C(NCc1ccc2c(c1)OCO2)c1ccc(COc2cc(Cl)ccc2Cl)o1	u	x
CC(C)C(=O)Nc1sc2c(c1-c1nc3ccccc3[nH]1)CCCC2	u	x
Cc1c(C)n2c(SCC(=O)N3CCCCCC3)nnc2[nH]c1=O	u	x
O=c1[nH][nH]c(C(F)(F)F)c1/C=N/N1CCOCC1	3.5%	8.3
CCOCCCNCC(=O)NCC1CCCCC1	u	x
CCNc1sc(S(C)(=O)=O)nc1S(=O)(=O)c1ccc(Cl)cc1	11.8%	x
C=CCSc1nc(C)cc(C(=O)OCC)c1C#N	3.4%	3.5
CC(C)c1cccc(C(C)C)c1OC(=O)[C@H]1OC(c2ccc(Br)cc2)=C[C@@H]1c1ccc(Br)cc1	u	x
Cc1cnc(C(=O)N(CC(C)C)c2c(N)n(CC(C)C)c(=O)[nH]c2=O)cn1	u	x
O=C(OCC(=O)N1CCN(c2ccccc2)CC1)c1cccc([N+](=O)[O-])c1	u	x
COCC(=O)N(Cc1cc2ccc(C)cc2[nH]c1=O)c1ccc(C)cc1C	u	x
CN(CC(=O)Nc1ccc(F)cc1)C(=O)COC(=O)c1cc([N+](=O)[O-])ccc1N1CCOCC1	-27.5%[0.0737 µM]	25.3
O=C(O)c1sc2cc(C(F)(F)F)cnc2c1-c1cccs1	u	x
Cc1cc(C)c2c(=O)c3c(oc2c1)C(=O)N(CCO)C3c1cccc(O)c1 (stereo unspecified)	u	x
CCCS(=O)(=O)N1CCN=C1SCc1ccc(C)cc1	9.8%	-3.1
Nc1ccccc1Nc1ccc([N+](=O)[O-])cc1[N+](=O)[O-]	-2.1%	-1.7
CC1(C(=O)OCC(=O)Nc2ccccc2Cl)CC1(Cl)Cl (stereo unspecified)	u	x
O=C(Nc1ccccc1C(=O)O)c1cc(S(=O)(=O)N2CCCCCC2)ccc1Cl	u	x
COCCOC(=O)c1[nH]c2c(c1C)C(=O)CC(c1cc(OC)ccc1OC)C2 (stereo unspecified)	u	x
CCc1cc(C(=O)OC)c(NC(=O)CC2Sc3ccc(C(F)(F)F)cc3NC2=O)s1 (stereo unspecified)	5.0%	16.1
Cc1cc(Cl)c2oc(C(=O)N(C)Cc3nccn3C)c(C)c2c1	1.0%	x
COc1cc(/C=N\NC(=O)c2sc(N)nc2C)cc(OC)c1OC	u	x
O=C1Nc2ccccc2C1=Nc1cccc([N+](=O)[O-])c1	u	x
CCc1cc(Cn2nc(C(=O)O)cc2-c2ccccc2)on1	u	x

13 consecutive compounds out of the list so far, quoted:
SMILES	Lipid storage S3	Lipid storage S3 cell count max
CCNc1sc(S(C)(=O)=O)nc1S(=O)(=O)c1ccc(Cl)cc1	11.8%	x
C=CCSc1nc(C)cc(C(=O)OCC)c1C#N	3.4%	3.5
CC(C)c1cccc(C(C)C)c1OC(=O)[C@H]1OC(c2ccc(Br)cc2)=C[C@@H]1c1ccc(Br)cc1	u	x
Cc1cnc(C(=O)N(CC(C)C)c2c(N)n(CC(C)C)c(=O)[nH]c2=O)cn1	u	x
O=C(OCC(=O)N1CCN(c2ccccc2)CC1)c1cccc([N+](=O)[O-])c1	u	x
COCC(=O)N(Cc1cc2ccc(C)cc2[nH]c1=O)c1ccc(C)cc1C	u	x
CN(CC(=O)Nc1ccc(F)cc1)C(=O)COC(=O)c1cc([N+](=O)[O-])ccc1N1CCOCC1	-27.5%[0.0737 µM]	25.3
O=C(O)c1sc2cc(C(F)(F)F)cnc2c1-c1cccs1	u	x
Cc1cc(C)c2c(=O)c3c(oc2c1)C(=O)N(CCO)C3c1cccc(O)c1 (stereo unspecified)	u	x
CCCS(=O)(=O)N1CCN=C1SCc1ccc(C)cc1	9.8%	-3.1
Nc1ccccc1Nc1ccc([N+](=O)[O-])cc1[N+](=O)[O-]	-2.1%	-1.7
CC1(C(=O)OCC(=O)Nc2ccccc2Cl)CC1(Cl)Cl (stereo unspecified)	u	x
O=C(Nc1ccccc1C(=O)O)c1cc(S(=O)(=O)N2CCCCCC2)ccc1Cl	u	x

Compound activity as filed in PubChem.
